# Assay outcomes from PubChem BioAssay.
# ERK EGF inh: inhibitors of EGF-stimulated ERK signaling pathway; HEK293-V1b, EGF-stimulated phospho-ERK AlphaScreen; Potency, µM (top dose mostly 11.5 µM), for inactives: at the highest dose activity change, negative = inhibition, usual class: inhibitors; actives 0.41% (n = 130,000); AID 1454; active = well fitted inhibition curve with a large enough effect; inconclusive = small, poorly fitted or top-dose-only effect, or effect the other way;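 also: plate controls were stimulated vehicle wells for no effect and unstimulated vehicle basal for full effect; nearly all actives have a fitted effect of over 55% in size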
#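 V1b-HEK293, 1% FBS o/n; cpd 30 min 37C; EGF 25 nM final, 5 min; lyse 10 min; AlphaScreen beads 5 h RT. Normalized DMSO basal vs EGF max; Hill AC50.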
# Active calls of the source: *; ? = inconclusive; [ ] = dose if it differs, or a comment. Potency is read from the fitted curve at half-maximal effect. This is a subset; rates above refer to the full screens.
Compound | ERK EGF inh
COc1cccc(/C=N/n2c(-c3cc(C)[nH]n3)n[nH]c2=S)c1OC | -1%[57.5 µM]
O=C(COc1ccc(Cl)cc1Cl)NCC(=O)N/N=C/c1c[nH]c2ccccc12 | -6%
Cc1cc(C)n2c(nc3ccccc32)c1C(=O)NN | 8%[57.5 µM]
Cc1c(Cl)cccc1NC(=S)Nc1ccc2[nH]c(=O)[nH]c2c1 | ?
CSCCC(NS(=O)(=O)c1cc(C(=O)O)ccc1Cl)C(=O)O (stereo not drawn) | 10%
Cc1cccc(C)c1NC(=O)CN(C)C(=O)/C=C/c1cccs1 | -2%
Cc1nn(C)c(C)c1/C=C/C(=O)O | 2%
CC(=O)Nc1ccccc1C(=O)C(=O)Nc1ccccc1 | 1%[57.5 µM]
COc1cc(NC(=O)Cc2cccs2)c(C(=O)O)cc1OC | 3%
O=C(c1ccccc1)c1cc[n+]([O-])cc1 | 0%

# Continued.
Compound | ERK EGF inh
CCCOc1ccc(NC(=O)CC2C(=O)N(CC)C(=S)N2CCNC(C)=O)cc1 (stereo not drawn) | 1%
Cc1cc([N+](=O)[O-])ccc1NC(=O)C[n+]1ccc(N(C)C)cc1 | 1%
Cc1oc(-c2cc(F)ccc2F)nc1CN1CCN(c2cnccn2)CC1 | -11%
O=C(NN1C(=O)/C(=C/C=C/c2ccccc2)SC1=S)c1ccncc1 | -4%
Cc1ccn2c(CN(C)CCn3nc(C)cc3C)c(C(=O)N3CCCCCC3)nc2c1 | -6%[57.5 µM]
Cc1cccc(/C(N)=N/OC(=O)COc2ccc(Cl)c(C)c2)c1 | 11%
COc1ccc2nc(Nc3ccccc3OC)sc2c1 | -12%
C=CCNC(=S)N/N=C(\C)c1ccc(-n2ccnc2)cc1 | -6%
CC(C)(O)C#Cc1ccc(C(=O)N2CCN(c3ccc(F)cc3)CC2)cc1 | -2%
O=C(NNc1cccc(Cl)n1)c1ccccc1CC[N+](=O)[O-] | -2%

# (list continues)
Compound | ERK EGF inh
C=CCNC(=O)NC(=O)COC(=O)c1ccccc1Sc1ccc(C(F)(F)F)cc1[N+](=O)[O-] | 6%
O=C(c1ccccc1)c1ccc(OCCCN2CCCC2)cc1 | 6%
O=C(CNc1cccc2ccccc12)N/N=C/c1ccc(C(=O)O)cc1 | 4%
Cn1nnnc1SCC(=O)N1CCN(C(=O)c2ccco2)CC1 | 25%
Cc1ccc(-c2nc(CN(C)C(C3CC3)C3CC3)c(C)o2)cc1 | -7%
Cc1cc(C)n(Cc2cc(C(=O)O)c3ccccc3n2)n1 | -7%
CC(=O)Nc1ccccc1NC(=O)C/C(C)=N/NC(=O)c1ccncc1 | -13%
O=C(CCNC(=O)Cn1ccc2ccccc2c1=O)NCc1ccc(F)cc1Cl | -7%
CCn1c(-c2nn(C)c(C)c2Cl)n[nH]c1=S | -7%
CN(C)c1ncc2nc(-c3ccccc3)c(=O)n(C3CC3)c2n1 | ?

# Compounds listed so far that contain sulfur:
Compound | ERK EGF inh
COc1cccc(/C=N/n2c(-c3cc(C)[nH]n3)n[nH]c2=S)c1OC | -1%[57.5 µM]
Cc1c(Cl)cccc1NC(=S)Nc1ccc2[nH]c(=O)[nH]c2c1 | ?
CSCCC(NS(=O)(=O)c1cc(C(=O)O)ccc1Cl)C(=O)O (stereo not drawn) | 10%
Cc1cccc(C)c1NC(=O)CN(C)C(=O)/C=C/c1cccs1 | -2%
COc1cc(NC(=O)Cc2cccs2)c(C(=O)O)cc1OC | 3%
CCCOc1ccc(NC(=O)CC2C(=O)N(CC)C(=S)N2CCNC(C)=O)cc1 (stereo not drawn) | 1%
O=C(NN1C(=O)/C(=C/C=C/c2ccccc2)SC1=S)c1ccncc1 | -4%
COc1ccc2nc(Nc3ccccc3OC)sc2c1 | -12%
C=CCNC(=S)N/N=C(\C)c1ccc(-n2ccnc2)cc1 | -6%
C=CCNC(=O)NC(=O)COC(=O)c1ccccc1Sc1ccc(C(F)(F)F)cc1[N+](=O)[O-] | 6%
Cn1nnnc1SCC(=O)N1CCN(C(=O)c2ccco2)CC1 | 25%
CCn1c(-c2nn(C)c(C)c2Cl)n[nH]c1=S | -7%

# The list goes on:
Compound | ERK EGF inh
Cc1ccc(F)cc1S(=O)(=O)NCc1ccc(N2CCN(C)CC2)cc1 | -6%[57.5 µM]
O=C(COC(=O)c1ccc(S(=O)(=O)N2CCCC2)cc1)Nc1ccc(N2CCOCC2)cc1 | 2%
O=c1[nH]c2ccccc2c(O)c1Cc1ccccc1 | 7%
C/C(=N\N=C(N)N)c1ccc(Cl)cc1 | 5%
Nc1ccc(Nc2nc(-c3cccs3)cs2)cc1 | -3%
CC(=O)c1nc(N2C(=O)CC(Cc3cc(C)cc(C)c3)C2=O)sc1C (stereo not drawn) | 3%
COc1cc(C(C)=O)ccc1OCC(O)CN(CCO)Cc1ccccc1 (stereo not drawn) | -9%
O=C(CSc1ccccc1)NCCCc1ccccc1 | 5%
Nc1nonc1-n1nnc(C(=O)N/N=C/c2ccc(O)cc2)c1COc1ccc(F)cc1 | -36%[57.5 µM]
CCOC(=O)C1(Cc2ccccc2C)CCCN(C(=O)c2cc(C3CC3)[nH]n2)C1 (stereo not drawn) | -12%[57.5 µM]

# Going on with the list.
Compound | ERK EGF inh
O=C(COC(=O)CCC1CCCC1)Nc1ccccc1Sc1ccccc1 | 7%
C=C1CCC(O)C/C1=C\C=C1/CCCC2(C)C1CCC2C(C)/C=C/C(C)C(C)C (stereo not drawn) | -2%
CCn1nc(C(=O)OCC(=O)N2CC(=O)Nc3ccccc32)c2ccccc2c1=O | 7%
Cc1ccc2[nH]c(=O)c(CN(CCc3ccccc3)C(c3nnnn3Cc3ccco3)C(C)C)cc2c1 (stereo not drawn) | -8%[57.5 µM]
CN=c1scc(C)n1/N=C/c1cc(Br)c(O)c(Br)c1 | 4%
S=C(c1ccc(-c2ccc(Br)cc2)o1)N1CCCCC1 | 0%
O=C(CCC1CCCN(c2ncccn2)C1)NCc1ccccc1F (stereo not drawn) | -7%[57.5 µM]
CCCCC(=O)NNC(=O)c1c(O)c2ccccc2[nH]c1=O | -5%[57.5 µM]
Cc1ncc([N+](=O)[O-])n1CCO | ?
Cc1ccc(-n2cc(CNC(C)c3cnn(C)c3C)c(-c3ccc(F)cc3)n2)cc1 (stereo not drawn) | -1%[57.5 µM]

# Next structures:
structure	ERK EGF inh
O=C(c1ccccc1)N1CCN(C(=O)c2ccc([N+](=O)[O-])cc2)CC1	2%
Cc1ccc(N2C(=O)c3ccccc3C2C(=O)c2cc(C)ccc2O)cc1 (stereo not drawn)	13%
O=C(N=C1SCC(=O)N1c1ccccc1Cl)c1ccccc1	1%
O=C(CSc1nnc(Cc2ccccc2)o1)c1cc(F)ccc1F	-4%
Cc1ccc(/C=C/C(=O)NCCc2c[nH]c3ccccc23)o1	10%
CCC(=O)N1CCN(c2ccc(NC(=O)c3ccc([N+](=O)[O-])o3)cc2Cl)CC1	6%
O=S(=O)(Nc1ccccn1)c1cccc(S(=O)(=O)c2ccc(Br)cc2)c1	4%
CC1SCC(NC(=O)c2ccc(Cl)cc2)CS1 (stereo not drawn)	4%[57.5 µM]
COc1ccc(C/C(C)=N\NC(=O)c2c[nH]c3ccccc23)cc1OC	13%[57.5 µM]
CC(c1ccccc1)N1C(=O)C2C3C=CC(C4CC34)C2C1=O (stereo not drawn)	2%

# The list continues.
structure	ERK EGF inh
N#CC1=C(N)NC(=S)C(C(N)=O)C1c1ccc([N+](=O)[O-])cc1 (stereo not drawn)	-6%
COc1ccc(C2/C(=C(\O)c3ccc4c(c3)OCCO4)C(=O)C(=O)N2Cc2ccco2)c(OC)c1 (stereo not drawn)	7%
CCCCN(C(=O)CSc1nnc(-c2ccc(OC)cc2)n1CC)c1c(N)n(Cc2ccccc2)c(=O)[nH]c1=O	-1%
COCc1[nH][nH]c(=O)c1C=Nc1ccc(C(F)(F)F)cc1	-1%
CN(C)C(=O)Nc1ccccc1CC[N+](=O)[O-]	-16%
CCc1ccc2nc(Nc3ccc(OC)cc3OC)c(C#N)cc2c1	?
CCOc1ccc(Cn2ccnc2)cc1[N+](=O)[O-]	-2%
CCN(CC)S(=O)(=O)c1ccc(C(=O)NNc2nc(-c3ccccc3)c3cc(Br)ccc3n2)cc1	-2%
COc1ccc(C(=O)NC(=S)NNC(=O)c2ccc(NC(C)=O)cc2)cc1Br	0%
CCN(CC)S(=O)(=O)c1ccc(C(=O)N2CCN=C2SC)cc1	-5%

# The list continues.
structure	ERK EGF inh
COCCN=c1scc(-c2ccco2)n1/N=C/c1ccc(O)c(O)c1O	5%
C/C(=N\Nc1nnc2c3ccccc3n(C)c2n1)c1ccc(C)o1	5%
CCCn1c(-c2ccc(F)cc2)nc2c(NCC(C)(C)CN(C)C)nc(C)nc21	-4%
NC(=O)CCN1CCN(Cc2nc(C(c3ccccc3)c3ccccc3)no2)CC1	4%
Clc1cc(Br)ccc1OCCCn1ccnc1	7%
NNc1nc(NCc2ccccc2)nc(N2CCOCC2)n1	-3%
CCOc1ccc(-n2c(-c3ccccc3)c[n+]3c2CCC3)cc1	-3%
Cc1cc(C)cc(NC(=O)COC(=O)CN=C2NS(=O)(=O)c3ccccc32)c1	-3%
CCNC(=S)N(Cc1ccco1)Cc1cc2cc3c(cc2[nH]c1=O)OCCO3	5%
CC1(C)CC(NC(=O)N2c3ccccc3Sc3ccccc32)CC(C)(C)N1	-8%[57.5 µM]

# Next compounds follow:
structure	ERK EGF inh
Cc1ccc(C(=O)N/C(=C/c2ccco2)C(=O)OCN2C(=O)c3ccccc3C2=O)cc1	-2%
CCn1c(SCC(=O)N/N=C/c2ccc(C)s2)nc2ccccc21	5%
O=C(Nc1ccc(F)cc1)C(NC1CCCCC1)c1ccccc1 (stereo not drawn)	9%
CCn1c(=O)c([N+](=O)[O-])c(NCCCn2ccnc2)c2ccccc21	-7%[57.5 µM]
Cc1ccc(CNS(=O)(=O)c2ccc3c(c2)OCCO3)cc1	8%
CC(C)(C)c1ccc(OCC(O)CN(CCO)CC(O)Cn2ccc3ccccc32)cc1 (stereo not drawn)	3%
O=C(COc1ccccc1)Nn1c(-c2ccccc2)nc2ccccc2c1=O	-6%
COc1ccc(C2CC(c3ccccc3)=NN2C(=O)COC(=O)c2cc(S(=O)(=O)N3CCOCC3)ccc2F)cc1 (stereo not drawn)	3%
O=C(Nc1ccc([N+](=O)[O-])cc1)C(Cc1ccccc1)N1C(=O)c2cccc3cccc(c23)C1=O (stereo not drawn)	-6%
O=C(Nc1cccc(C(=O)O)c1)Nc1ccccc1Cl	2%

# Continuation.
structure	ERK EGF inh
C=CCOc1ccc(-c2n[nH]c(=S)o2)cc1	?
O=[N+]([O-])c1cccc(-c2nnc(C34CC5CC(CC(C5)C3)C4)o2)c1	-1%
Cc1cccc(NC(=O)COc2cccc3c2CCN(C)C3=O)c1C	6%
Oc1ccc(C2CNCc3sccc32)cc1O (stereo not drawn)	?
CCc1ccc(Nc2ncc3c(n2)CC(C)CC3=O)cc1 (stereo not drawn)	4%
COc1ccc(NC(=O)N2CC3(CCN(C(=O)c4cc(C(F)(F)F)cc(C(F)(F)F)c4)CC3)C2)cc1	2%
CC1=NN(C(=O)c2csc(C)c2C)C(O)(C(F)(F)F)C1 (stereo not drawn)	10%
N#CCCn1c(=O)c(CCc2ccccc2)nc2cnc(Oc3ccccc3)nc21	5%
O=C(N/C(=C/c1cccc([N+](=O)[O-])c1)C(=O)N1CCCCCC1)c1cccs1	1%
CC(C)OCCCNC(=O)Nc1cccc2ccccc12	-6%

# Carrying on.
structure	ERK EGF inh
COc1cc2c(cc1OC)CN(C(=S)Nc1ccccc1Cl)CC2	0%
Cc1cc(C(=O)NP(=O)(N2CCOCC2)N2CCOCC2)c(C)n1-c1ccc(Br)cc1	15%
CC(=O)Nc1nc2ccccc2[nH]1	-8%
CC(C)c1nnc(SCC(=O)N2CCc3ccccc32)n1N	-10%
N#CCC(=O)N/N=C/c1ccccc1Cl	-4%
COc1ccc(N2CCN(C(=O)CCc3ccc(S(=O)(=O)NCC(C)C)cc3)CC2)cc1	21%
CC(NC(=O)c1cccs1)C(c1cccs1)N1CCN(Cc2ccccc2)CC1 (stereo not drawn)	-3%
COc1cc(CNCCCCO)ccc1OCc1ccccc1F	-4%
c1coc(-c2cc(C3CCNCC3)[nH]n2)c1	-4%
Cn1c(=O)c(-c2ccc(Cl)cc2)nc2cnc(Oc3ccccc3)nc21	-6%

# (continued)
structure	ERK EGF inh
Cc1ccc(NC(=O)COC(=O)c2ccccc2Nc2ccccc2)cc1	11%
Cn1cccc1Cc1nnc(SCC(=O)Nc2ccc3c(c2)OCO3)n1-c1ccc(F)cc1	-4%
Cc1ccc(-n2nnnc2SCC(=O)NNC(=O)c2ccc([N+](=O)[O-])cc2)cc1	-26%
O=C(NC(Cc1ccccc1)C(=O)NC1CC1)OCc1ccccc1 (stereo not drawn)	-3%
CN(Cc1ccc(OCC(O)CN2CCCCC2)cc1)Cc1ccnc2ccccc12 (stereo not drawn)	5%[57.5 µM]
O=C(Oc1ccccc1)N1CCC2(CC1)CCN(c1ccccc1)CC2	4%
CCCN1C(=O)/C(=C/c2ccc(C)s2)NC1=S	-2%
Cn1c(=NC(=O)c2cccc([N+](=O)[O-])c2)sc2ccccc21	-2%
COC(=O)c1cc(CNC(=O)c2cccc(Cl)c2)ccc1OC	0%
CCC1C(=NO)C(CC)C(c2ccccc2)NC1c1ccccc1 (stereo not drawn)	?
COc1cc2c(cc1OC)CC(=O)NC=C2	4%
O=C(CCN1CCN(Cc2ccccc2)CC1)Nc1ccccc1Cl	15%

# Another view of part of the listing above:
O=C(NC(Cc1ccccc1)C(=O)NC1CC1)OCc1ccccc1 (stereo not drawn)
  ERK EGF inh = -3%
CN(Cc1ccc(OCC(O)CN2CCCCC2)cc1)Cc1ccnc2ccccc12 (stereo not drawn)
  ERK EGF inh = 5%[57.5 µM]
